# IDH1 R132H inh: inhibitors of IDH1 R132H reductase, primary screen, biochemical, plate reader, single point; 70,000 tested, 0.18% active; diaphorase/resazurin fluorescence, 60 min; inhibition, % at 10 µM; AID 624101, 2012; in the data active = inhibition above about 34%;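 also: 0% = DMSO and 100% = no enzyme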
# EZH2 inh: EZH2/PRC2 methyltransferase inhibitors, primary screen, biochemical, DELFIA time-resolved fluorescence, single point. PRC2 H3K27 methylation, DELFIA TRF, 1 h. 57,000 tested, 0.35% active. inhibition, % at 12.5 µM. Histone-lysine N-methyltransferase EZH2 (Homo sapiens), Q15910. AID 651548, 2012;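 active = mean inhibition of replicates at least 50% and every single replicate also reaching 50%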;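 also: dimethyl H3K27 on biotinylated H3 21-44 peptide detected by antibody; plate controls were median neutral control wells for no effect and median positive control wells for full effect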
# Target sequence (Q15910 whole entry, looked up): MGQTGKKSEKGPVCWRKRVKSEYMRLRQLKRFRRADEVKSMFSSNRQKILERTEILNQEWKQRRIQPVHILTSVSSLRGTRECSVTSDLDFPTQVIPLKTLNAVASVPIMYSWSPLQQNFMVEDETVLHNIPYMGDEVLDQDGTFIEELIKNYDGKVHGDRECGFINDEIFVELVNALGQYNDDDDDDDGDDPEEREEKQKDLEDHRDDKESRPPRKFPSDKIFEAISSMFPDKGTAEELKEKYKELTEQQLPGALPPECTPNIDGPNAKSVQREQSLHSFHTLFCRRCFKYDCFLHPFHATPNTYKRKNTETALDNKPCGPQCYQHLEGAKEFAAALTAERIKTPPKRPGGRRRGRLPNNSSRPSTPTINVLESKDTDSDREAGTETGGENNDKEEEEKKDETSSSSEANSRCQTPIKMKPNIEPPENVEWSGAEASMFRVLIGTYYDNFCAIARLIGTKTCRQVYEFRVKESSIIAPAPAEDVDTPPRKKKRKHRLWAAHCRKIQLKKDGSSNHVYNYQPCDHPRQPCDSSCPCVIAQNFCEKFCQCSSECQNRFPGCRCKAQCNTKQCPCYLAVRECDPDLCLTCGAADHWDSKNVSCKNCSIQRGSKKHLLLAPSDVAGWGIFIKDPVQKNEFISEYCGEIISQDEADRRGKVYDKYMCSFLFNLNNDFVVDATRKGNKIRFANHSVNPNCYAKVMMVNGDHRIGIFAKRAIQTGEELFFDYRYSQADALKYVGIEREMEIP
# Starred values were filed as active, the others as inactive; . = not tested or not shown. A portion of the library; count on the stated rates, not on these rows.
molecule	IDH1 R132H inh	EZH2 inh
Cc1cc(C(=O)Nc2cccc3c2O[C@H](CN(C)CC2CC2)[C@@H](C)CN([C@H](C)CO)C3=O)n(C)n1	0.0	.
COc1ccccc1S(=O)(=O)N[C@H]1C=C[C@@H](CC(=O)N2CCCCC2)O[C@@H]1CO	-0.2	6
CO[C@@H]1CN(C)C(=O)c2ccc(NC(=O)Nc3c(C)noc3C)cc2OC[C@H](C)N(CC2CC2)C[C@H]1C	0.0	0
C[C@@H]1CN([C@H](C)CO)C(=O)c2cc(NS(=O)(=O)c3ccccc3)ccc2O[C@@H]1CN(C)C(=O)NC1CCCCC1	1.4	0
Cc1noc(C)c1NC(=O)N(C)C[C@@H]1Oc2ccc(NS(=O)(=O)c3ccccc3)cc2CC(=O)N([C@H](C)CO)C[C@@H]1C	-1.5	.
COc1cccc(C(=O)Nc2ccc3c(c2)OC[C@H](C)N(CCc2ccccc2)C[C@@H](C)[C@H](OC)CN(C)C3=O)c1	-0.2	-6
O=C1c2ccccc2C(=O)N1[C@@H]1CCN(Cc2cccc(OCCO)c2)C1	.	4
O=C(CCS(=O)(=O)c1ccc(Br)s1)NC(c1ccccc1)c1ccccc1	0.5	15
O=C(Cc1ccccn1)NCC[C@H]1CC[C@@H](NS(=O)(=O)c2ccc(F)cc2)[C@@H](CO)O1	0.0	-11
C/C=C/c1cnc2c(c1)C(=O)N([C@@H](C)CO)C[C@@H](C)[C@@H](CN(C)CC1CCOCC1)O2	-0.6	9
CO[C@H]1CN(C)C(=O)c2cc(NS(=O)(=O)c3ccccc3C)ccc2OC[C@@H](C)N(S(C)(=O)=O)C[C@@H]1C	0.2	-8
O=C(/C=C\c1ccc2c(c1)OCO2)OCn1nnc2ccccc2c1=O	-0.8	13

# Six records drawn at random from the list so far:
molecule	IDH1 R132H inh	EZH2 inh
O=C(/C=C\c1ccc2c(c1)OCO2)OCn1nnc2ccccc2c1=O	-0.8	13
O=C(Cc1ccccn1)NCC[C@H]1CC[C@@H](NS(=O)(=O)c2ccc(F)cc2)[C@@H](CO)O1	0.0	-11
C/C=C/c1cnc2c(c1)C(=O)N([C@@H](C)CO)C[C@@H](C)[C@@H](CN(C)CC1CCOCC1)O2	-0.6	9
COc1cccc(C(=O)Nc2ccc3c(c2)OC[C@H](C)N(CCc2ccccc2)C[C@@H](C)[C@H](OC)CN(C)C3=O)c1	-0.2	-6
CO[C@H]1CN(C)C(=O)c2cc(NS(=O)(=O)c3ccccc3C)ccc2OC[C@@H](C)N(S(C)(=O)=O)C[C@@H]1C	0.2	-8
Cc1noc(C)c1NC(=O)N(C)C[C@@H]1Oc2ccc(NS(=O)(=O)c3ccccc3)cc2CC(=O)N([C@H](C)CO)C[C@@H]1C	-1.5	.

# More compounds follow.
molecule	IDH1 R132H inh	EZH2 inh
C[C@@H]1CN([C@@H](C)CO)S(=O)(=O)c2ccc(C3=CCCC3)cc2O[C@@H]1CN(C)Cc1cncnc1	3.4	-1
O=C(CC1C(=O)N(c2ccc(F)cc2)C(=S)N1CCN1CCOCC1)Nc1ccc(F)cc1 (centres undefined)	1.6	3
Cc1ccccc1S(=O)(=O)NCC[C@@H]1CC[C@H](NC(=O)Nc2cccc(Cl)c2)[C@@H](CO)O1	-0.3	3
C[C@@H]1CCCCO[C@@H](CN(C)C)[C@H](C)CN([C@@H](C)CO)C(=O)c2cc(NC(=O)c3ccccc3)ccc2O1	2.0	-11
COc1cccc(S(=O)(=O)Nc2ccc3c(c2)OC[C@H](C)NC[C@@H](C)[C@H](OC)CN(C)C3=O)c1	-0.1	-1
Cc1ccccc1S(=O)(=O)N(C)C[C@@H]1OCc2cnnn2CCCC(=O)N([C@@H](C)CO)C[C@H]1C	.	6
CCc1nnc(NS(=O)(=O)c2ccc(NC(=O)c3ccc(Br)cc3)cc2)s1	-0.1	20
CO[C@H]1CN(C)C(=O)c2ccc(NC(C)=O)cc2OC[C@H](C)N(C(=O)CN2CCOCC2)C[C@H]1C	-0.1	-8
C[C@H](CO)N1C[C@H](C)[C@H](CN(C)C(=O)Nc2cccc3ccccc23)Oc2ccc(NC(=O)Cc3ccccc3)cc2C1=O	0.9	1
CO[C@@H]1CN(C)C(=O)c2cc(NC(C)=O)ccc2OC[C@@H](C)N(CCc2ccccc2)C[C@@H]1C	0.4	-10
C[C@@H]1CN([C@H](C)CO)C(=O)c2cc(NC(=O)NC3CCCCC3)ccc2O[C@@H]1CN(C)S(=O)(=O)c1cn(C)cn1	0.4	.
C[C@H](CO)N1C[C@H](C)[C@H](CN(C)S(=O)(=O)c2cccs2)OCCCC[C@H](C)Oc2ccc(NC(=O)CCCN(C)C)cc2C1=O	21	.

# Arranged by molecular weight (smallest number first): part of the list above
molecule	IDH1 R132H inh	EZH2 inh
CCc1nnc(NS(=O)(=O)c2ccc(NC(=O)c3ccc(Br)cc3)cc2)s1	-0.1	20
O=C(CC1C(=O)N(c2ccc(F)cc2)C(=S)N1CCN1CCOCC1)Nc1ccc(F)cc1 (centres undefined)	1.6	3
C[C@@H]1CN([C@@H](C)CO)S(=O)(=O)c2ccc(C3=CCCC3)cc2O[C@@H]1CN(C)Cc1cncnc1	3.4	-1

# More compounds.
molecule	IDH1 R132H inh	EZH2 inh
O=C(CCCCC(=O)N/N=C/c1cc(O)ccc1O)NO	88*	23
C[C@@H]1CN([C@@H](C)CO)C(=O)c2cccc(NC(=O)C3CCOCC3)c2O[C@@H]1CN(C)S(=O)(=O)c1ccc(Cl)cc1	2.1	8
C[C@@H]1CN([C@@H](C)CO)C(=O)c2cc(-c3ccncc3)cnc2O[C@@H]1CN(C)C(=O)C1CCCCC1	3.5	5
CC(C)NC(=O)N(C)C[C@@H]1Oc2ccc(NC(=O)Nc3ccc4c(c3)OCO4)cc2CC(=O)N([C@@H](C)CO)C[C@H]1C	-1.1	.
COC(=O)N(C)C[C@@H]1OCc2cn(nn2)CCCC(=O)N([C@@H](C)CO)C[C@H]1C	3.0	1
C[C@H](CO)N1C[C@H](C)[C@H](CN(C)C(=O)NC2CCCCC2)Oc2ccc(NC(=O)Cn3cnnn3)cc2CC1=O	-0.4	.
C[C@H](O)C#Cc1cnc2c(c1)C(=O)N([C@H](C)CO)C[C@H](C)[C@@H](CN(C)C(=O)Cc1ccncc1)O2	0.8	10
C[C@H]1CN([C@@H](C)CO)C(=O)c2cc(C#CC3(O)CCCC3)cnc2O[C@@H]1CN(C)S(=O)(=O)c1ccc(F)cc1	-0.5	.
COC1CC(O[C@H]2CC[C@]3(C)C4CC[C@@]5(C)C(=O)[C@]4(CC[C@@H]3C2)CC[C@@H]5C2=CC(=O)OC2)OC(C)C1OC1OC(COC2OC(CO)C(O)C(O)C2O)C(O)C(O)C1O (some centres undefined)	-0.1	.
CO[C@H]1CN(C)C(=O)c2ccc(NC(=O)C3CCC3)cc2OC[C@@H](C)N(CC2CCCCC2)C[C@@H]1C	0.4	-12
O=C1CC(c2ccc(O)cc2)Oc2ccccc21 (centres undefined)	0.2	-1
COc1ccc(-c2ccc3c(c2)O[C@@H](CN(C)Cc2ccccc2C(=O)O)[C@H](C)CN([C@@H](C)CO)S3(=O)=O)cc1	-0.5	-5

# (cont.)
molecule	IDH1 R132H inh	EZH2 inh
CN(C)CCCNC(=O)C[C@@H]1C=C[C@@H](NC(=O)c2ccccc2F)[C@@H](CO)O1	0.0	-1
C[C@@H]1CN([C@H](C)CO)C(=O)CCCn2cc(nn2)CO[C@@H]1CN(C)C(=O)c1ccncc1	-1.5	3
C[C@@H]1CN([C@H](C)CO)S(=O)(=O)c2ccc(-c3ccc(C#N)cc3)cc2O[C@@H]1CN(C)CC1CC1	0.7	-7
CC(C)NC(=O)Nc1ccc2c(c1)C(=O)N([C@@H](C)CO)C[C@@H](C)[C@@H](CN(C)S(=O)(=O)c1ccc(F)cc1)OCCCC[C@@H](C)O2	-1.9	.
O=C(C[C@H]1C[C@H]2c3cc(NC(=O)CC4CC4)ccc3O[C@H]2[C@@H](CO)O1)NCc1ccccn1	0.5	2
COc1ccc(C2CC(C(F)(F)F)n3ncc(C(=O)Nc4sc5c(c4C#N)CCC(C)C5)c3N2)cc1OC (centres undefined)	0.5	-14
Cc1nc2ncccn2c1-c1csc(NCc2ccco2)n1	-0.2	0
CO[C@H]1CN(C)C(=O)c2cc(NC(=O)c3cnccn3)ccc2OC[C@@H](C)N(C(C)=O)C[C@H]1C	0.1	8
O=C(Nc1ccc2c(c1)[C@H]1C[C@H](CC(=O)N3CCc4ccccc4C3)O[C@H](CO)[C@H]1O2)C1CCOCC1	0.0	3
CCOc1cc(CC(=O)N[C@@H](CC(C)C)c2ccccc2N2CCCCC2)ccc1C(=O)O	2.6	6
COC(=O)N(C)C[C@@H]1OCc2cnnn2CCCC(=O)N([C@H](C)CO)C[C@H]1C	-2.4	8
O=C(O)C(c1ccccc1)N1C(=O)/C(=C/c2ccncc2)SC1=S (centres undefined)	66*	2

# Next part.
molecule	IDH1 R132H inh	EZH2 inh
CC(C)C#Cc1ccc2c(c1)O[C@@H](CN(C)Cc1ccncc1)[C@@H](C)CN([C@H](C)CO)S2(=O)=O	-0.7	.
CC(C)C#Cc1cnc2c(c1)C(=O)N([C@H](C)CO)C[C@H](C)[C@H](CN(C)Cc1ccc3c(c1)OCO3)O2	0.2	-1
C[C@H](CO)N1C[C@H](C)[C@@H](CN(C)C(=O)Nc2ccc(C(F)(F)F)cc2)Oc2ccc(NC(=O)Nc3ccc4c(c3)OCO4)cc2C1=O	1.3	.
COc1ccccc1S(=O)(=O)Nc1ccc2c(c1)OC[C@H](C)NC[C@H](C)[C@H](OC)CN(C)C2=O	0.0	7
C[C@H]1CN([C@@H](C)CO)S(=O)(=O)c2ccc(-c3ccncc3)cc2O[C@H]1CN(C)C(=O)c1ccc2c(c1)OCO2	-1.1	-6
C[C@H]1CN([C@@H](C)CO)S(=O)(=O)c2ccc(/C=C/c3ccccc3)cc2O[C@H]1CN(C)C(=O)Nc1cccc(F)c1	0.3	.
COCC#Cc1ccc2c(c1)O[C@H](CN(C)Cc1ccc3c(c1)OCO3)[C@H](C)CN([C@@H](C)CO)S2(=O)=O	-0.8	-4
COc1ccccc1-c1cn(CC[C@H]2CC[C@@H](NC(=O)c3ccccc3F)[C@@H](CO)O2)nn1	-0.8	12
C[C@H]1CN([C@@H](C)CO)C(=O)c2cc(Br)cnc2O[C@H]1CN(C)C(=O)C1CCOCC1	-0.1	.
C=CC(C)(O)C(O)CC1C(=C)CCC2C(C)(C(=O)O)CCCC12C (centres undefined)	-0.2	21
CO[C@H](CN(C)C(=O)c1cnccn1)[C@@H](C)CN([C@H](C)CO)S(=O)(=O)c1ccc(C)cc1	0.2	12
COC(=O)c1cc(NC(=O)COc2ccccc2C)cc(C(=O)OC)c1	0.5	8

# (further entries)
molecule	IDH1 R132H inh	EZH2 inh
COc1ccc(NC(=O)N[C@H]2CC[C@H](CC(=O)NC3CCC3)O[C@H]2CO)cc1	-0.2	-1
O=C(N/N=C/c1cccs1)c1ccccn1	.	-49
C[C@@H]1CN([C@@H](C)CO)C(=O)Cc2cc(NC(=O)Cc3cn(C)c4ccccc34)ccc2O[C@H]1CN(C)C(=O)Nc1ccc(C(F)(F)F)cc1	2.0	.
O=C(CCN1CCCCC1)N1N=C(c2ccc(Cl)cc2)CC1c1ccco1 (centres undefined)	-0.2	-8
CNC[C@@H]1Oc2ncc(-c3ccccc3)cc2C(=O)N([C@H](C)CO)C[C@@H]1C	1.0	-24
CO[C@H]1CN(C)C(=O)c2cc(NC(C)=O)ccc2OC[C@H](C)N(C(=O)C2CCOCC2)C[C@H]1C	0.0	2
C[C@H]1CN([C@@H](C)CO)C(=O)c2cc(C#CC(C)(C)O)cnc2O[C@H]1CN(C)C(=O)c1ccccc1F	4.5	3
CO[C@@H]1CN(C)C(=O)c2cc(NS(=O)(=O)c3ccccc3)ccc2OC[C@H](C)N(C(=O)NC(C)C)C[C@H]1C	0.3	-4
C[C@H](CO)N1C[C@H](C)[C@@H](CN(C)S(=O)(=O)c2ccc(Cl)cc2)Oc2ccc(NC(=O)CCC(F)(F)F)cc2CC1=O	-0.1	-23
C[C@H]1CN([C@@H](C)CO)C(=O)c2cccc(NC(=O)c3ccc(-c4nccs4)cc3)c2O[C@H]1CN(C)Cc1ccc(Cl)c(Cl)c1	2.2	.
O=C1O[C@H](c2ccccc2)[C@H](c2ccccc2)N2[C@H]1[C@@H](C(=O)N1CCN(c3ncccn3)CC1)[C@]1(C(=O)Nc3ccc(C#CCCO)cc31)[C@H]2c1ccc(O)cc1	.	-26
COc1ccccc1NC(=O)N(C)C[C@@H]1OCc2cn(nn2)CCCC(=O)N([C@H](C)CO)C[C@@H]1C	1.8	3

# The list continues.
molecule	IDH1 R132H inh	EZH2 inh
COc1ccc(S(=O)(=O)N(C)C[C@H]2OCCCC[C@@H](C)Oc3ccc(NS(=O)(=O)c4ccc(Cl)cc4)cc3C(=O)N([C@H](C)CO)C[C@@H]2C)cc1	2.8	.
Cc1noc(C)c1NC(=O)N[C@@H]1CC[C@H](CCNC(=O)C2CCC2)O[C@H]1CO	0.0	2
CNC(=O)CN(c1cc([N+](=O)[O-])ccc1OC)S(C)(=O)=O	0.0	5
COc1ccc(NC(=O)N(C)C[C@H]2OCCCC[C@H](C)Oc3ccc(NS(=O)(=O)c4ccc(OC)cc4)cc3C(=O)N([C@@H](C)CO)C[C@@H]2C)cc1	-3.9	.
Cc1noc(C)c1S(=O)(=O)Nc1ccc2c(c1)C(=O)N([C@H](C)CO)C[C@H](C)[C@@H](CN(C)Cc1ccc(C(F)(F)F)cc1)O2	0.8	9
CCC#CCN(Cc1ccccc1Br)[C@H](/C=C/c1ccccc1)[C@@H](O)Cc1ccccc1	.	9
Cc1ccc(NC(=O)CCCN2C(=O)c3ccccc3C2=O)cc1	0.3	-13

# Screening results (PubChem BioAssay)
